# High-throughput results from PubChem.
# D3 antag – blocks the human D3 dopamine receptor. D3R cells, DiscoveRx beta-arrestin luminescence, antagonist mode; active compounds read low. 2.5% of 360,000 active. AID 652054. P35462. max response, negative = inhibition, %; in the data active = max response below about -50%; inconclusive = no clear call, values can overlap the other calls; also: % is scaled to controls: 0 for no effect and ±100 for the full control effect; mostly tested at two doses, the higher about 12 µM
# Target sequence (P35462 whole entry, looked up): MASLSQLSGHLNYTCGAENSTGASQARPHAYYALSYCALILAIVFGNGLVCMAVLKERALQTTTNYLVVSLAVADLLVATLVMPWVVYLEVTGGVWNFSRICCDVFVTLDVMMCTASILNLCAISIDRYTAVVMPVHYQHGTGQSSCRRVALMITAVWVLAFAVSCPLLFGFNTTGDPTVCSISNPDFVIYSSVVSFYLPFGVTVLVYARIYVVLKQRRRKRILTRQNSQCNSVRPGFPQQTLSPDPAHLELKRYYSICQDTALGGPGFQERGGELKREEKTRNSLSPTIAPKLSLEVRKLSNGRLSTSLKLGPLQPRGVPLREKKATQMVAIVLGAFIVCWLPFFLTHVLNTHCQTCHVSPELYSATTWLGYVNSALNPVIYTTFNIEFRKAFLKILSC
#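 Cells expressing the human receptor were seeded at 1500 cells/well, incubated overnight at 37 degrees C in 5% CO2, then exposed to library compounds with dopamine controls for 90 minutes at 37 degrees C before luminescent detection.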
# IL-2 act – activates IL-2 in a cell-based reporter assay | IL-2 activation reporter assay, cell-based qHTS; stimulated with anti-CD3/CD4/CD28 beads; in transgenic mouse T cells | activation, % (series mostly up to about 46 µM) | 0.065% of 360,000 active | AID 652025; in the data active = activation above about 50%; inconclusive = mostly about 30% to 49%; also: 0% is about no effect
#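 First, unstimulated transgenic mouse T cells were exposed to compound for 60 min. Next, anti-CD3/anti-CD4-coated beads with anti-CD28 were added. Finally, after 18 h at 37 degrees C, EGFP and DsRed were imaged.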
# GLP1R inv ag – acts as inverse agonist at human GLP-1 receptor. P43220. HEK293 GLP-1R CRE-luciferase, luminescence, 24 h; GLP-1R form is constitutively active. Potency, µM (doses to about 38.3 µM), inactives show top-dose activity change, negative = inhibition, actives largely listed as inhibitors. 1.6% of 410,000 active; also: potency is read from the fitted curve at half-maximal effect; % is scaled to controls: 0 for no effect and ±100 for the full control effect; nearly all actives have a fitted effect of over 55% in size
# Target sequence (P43220 whole entry, looked up): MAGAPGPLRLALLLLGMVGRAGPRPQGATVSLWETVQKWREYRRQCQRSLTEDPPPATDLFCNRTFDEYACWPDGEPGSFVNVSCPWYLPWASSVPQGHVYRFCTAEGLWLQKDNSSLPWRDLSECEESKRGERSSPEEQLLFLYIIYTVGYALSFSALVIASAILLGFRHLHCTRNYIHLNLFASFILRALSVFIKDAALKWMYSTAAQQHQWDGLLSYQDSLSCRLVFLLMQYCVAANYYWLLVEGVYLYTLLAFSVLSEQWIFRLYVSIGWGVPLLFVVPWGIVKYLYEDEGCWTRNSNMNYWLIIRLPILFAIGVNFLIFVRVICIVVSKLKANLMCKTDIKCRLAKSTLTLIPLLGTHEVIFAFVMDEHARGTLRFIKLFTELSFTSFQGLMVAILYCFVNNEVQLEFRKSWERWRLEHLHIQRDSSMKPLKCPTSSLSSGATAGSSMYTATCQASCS
#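 Luminescence readout: a drop in cAMP-driven luciferase signal flags inverse agonism at a constitutively active GLP-1R stably expressed in HEK293. Compound exposure lasted 24 hr at 37 deg C, 5% CO2.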
# WRN inhibitor – WRN helicase (human) inhibition | Potency, µM (titrated, usually from 114 µM), for inactives: at the top dose activity change, negative = inhibition, most hits filed as inhibitors | Q14191 | 0.46% of 360,000 active | WRN helicase unwinding, fluorescent forked duplex, kinetic; also: potency is read from the fitted curve at half-maximal effect; % is scaled to controls: 0 for no effect and ±100 for the full control effect; nearly all actives have a fitted effect of over 55% in size
#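 Enzyme (20 nM final) and test compound sit together 15 min at room temperature before substrate addition. Substrate is a single-forked duplex oligonucleotide (100 nM) labelled with fluorophore and quencher, with 2 mM ATP; helicase unwinding raises red fluorescence, read kinetically.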
# D3 ag – agonists of human D3 dopamine receptor; P35462; 0.58% of 410,000 active; AID 652048; D3R DiscoveRx beta-arrestin cells, luminescence, 90 min; max activation, %; in the data active = max activation above about 30%; also: 0% is about no effect; mostly tested at two doses, the higher about 12 µM
#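 Agonist mode: compounds and dopamine controls were applied to plated cells for 90 min at 37 degrees C after an overnight attachment at 1500 cells/well. Luminescent read-out followed 30 - 60 minutes at room temperature with DiscoveRx detection reagent.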
# GLP1R cytotox – cytotoxic in the GLP-1 receptor inverse agonist counter-screen; HEK293 cAMP-luciferase reporter cells, luminescence, 24 h; Potency, µM (series often up to 38.3 µM), inactives show at the highest dose activity change, negative = inhibition, usual class: inhibitors; 0.13% of 410,000 active;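 also: loss of luciferase light is scored as toxicity; potency is read from the fitted curve at half-maximal effect; % is scaled to controls: 0 for no effect and ±100 for the full control effect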
#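 Quantitative HTS format, 1536 wells, 200 cells/uL seeded. Compounds: 23 nL, 24 h, 37 °C. Detection: luciferase reagent, luminescence at 12 min RT; decreased signal taken as cytotoxic.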
# GLP-1R agonist – activates the human GLP-1 receptor | HEK293 GLP-1R CRE-luciferase, luminescence, 4-6 h; cells express a hypersensitive GLP-1R form | Potency, µM (highest dose often 45.6 µM), inactives show top-dose activation, usual class: activators | 0.007% of 380,000 active; also: potency is read from the fitted curve at half-maximal effect; % of control where 0% means no effect
# PI5P4Ka inh – inhibitors of human PI5P4K alpha; PI5P4Kalpha enzyme, ADP-Glo luminescence, 60 min; active compounds read low; max response, %; 1.2% of 330,000 active; active = max response of -50% or lower; inconclusive = between -30% and -50%; inactive = -30% or higher; also: value at the top dose of about 77 µM; % is scaled to controls: 0 for no effect and ±100 for the full control effect
#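 ADP-Glo luminescence end-point read after a 60 min room-temperature kinase reaction of PI5P4Kalpha plus substrate, initiated with ATP at 5 microM final. Buffer: 0.038 M HEPES pH 7.4, EGTA, 0.1% CHAPS, 5% DMSO.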
# PLK1 PBD block – inhibitors of human PLK1 polo-box domain binding; P53350; Potency, µM, for the others: max response, negative = inhibition, usual class: inhibitors; Plk1 PBD binding of FITC phosphopeptide, fluorescence polarization; 2.8% of 360,000 active; AID 720504; also: potency is read from the fitted curve at half-maximal effect; series mostly up to about 57 µM; % is scaled to controls: 0 for no effect and ±100 for the full control effect; nearly all actives have a fitted effect of over 65% in size
# * = called active by the depositor; ? = inconclusive; / = no result given; [ ] = another dose, or the depositor's remark. Unless noted, calls follow the shape of the dose curve; as a rule, active = well fitted curve in the direction sought with a large enough effect; inconclusive = small, poorly fitted or top-dose-only effect, or another doubt; inactive = no such curve, though single readings can be large; an effect the other way counts as inactive or inconclusive.
SMILES,WRN inhibitor,GLP1R cytotox,PI5P4Ka inh,GLP-1R agonist,D3 antag,IL-2 act,D3 ag,PLK1 PBD block,GLP1R inv ag
COc1cc(C#Cc2c(-c3ccccc3)n(C)c3ccccc23)cc(OC)c1,-9%,8%,5,4%,81,0.7,16,-5%,?
O=C(Cc1ccccn1)c1ccccc1,11%,-17%,1,-4%,-7,0.9,-11,-1%,-4%
O=C(COC(=O)Cn1cnc2ccccc21)Nc1ccc(OC(F)F)cc1,-9%,0%,4,-6%,-11,1.0,1,-3%,3%
O=C(COC(=O)c1cnccn1)c1ccc(Cl)cc1,-24%,1%,3,6%,2,-1.7,-3,0%,11%
CCCn1nc2cc(C(=O)N(CC)c3ccc(OC)cc3)ccc2c1OCC,-4%,10%,0,2%,3,2.3,49*,4%,?
CCOC(=O)CN/C=C(\C#N)c1ccc(F)cc1,-5%,4%,2,2%,3,0.3,-3,1%,7%
O=C(COC(=O)C1CC2C=CC1C2)Nc1cccc(S(=O)(=O)N2CCOCC2)c1 (stereo unspecified),-29%,-9%,-11,4%,4,-2.2,-1,-9%,-2%
CC(C)/C=N/Nc1nc2c(c(=O)n(C)c(=O)n2C)n1C,-13%,8%,-13,11%,-21,-4.3,-8,-1%,4%
C=CCN(c1ccccc1)S(=O)(=O)c1cccc(C(=O)NNC(=O)c2ccncc2)c1,3%,11%,4,0%,1,1.2,-6,-4%,8%
Cc1ccn2c(NC3CCCC3)c(-c3ccccn3)nc2c1,2%,?,-14,16%,-10,7.7,-19,4%,?
COc1ccc(-n2c(SCc3nnc(-c4ccccc4)o3)nnc2-c2ccccc2)cc1,3%,-22%,/,7%,8,0.4,1,0%,0%
CCN(CC)S(=O)(=O)c1ccc(OC)c(NC(=O)c2cccc([N+](=O)[O-])c2C)c1,-3%,-13%,-1,-6%,20,-1.3,1,?,-8%
COc1cccc(-c2ccc(NC(=O)C3CCCN(Cc4ccco4)C3)cc2)c1 (stereo unspecified),-6%,-27%,13,14%,6,-4.1,1,0%,?
CC(C)NC(=O)Cn1nc(C(F)(F)F)c2c1CCC2,-10%,-1%,2,-1%,15,0.2,7,-5%,5%
CCOC(=O)c1sc2ncnc(N3CCN(CC)CC3)c2c1C,-9%,9%,1,19%,5,1.5,3,0%,3%
O=C(O)Cn1c(=O)c2c3c(sc2n(Cc2ccccc2F)c1=O)CCCC3,-2%,-3%,1,-2%,-20,-2.3,-14,-7%,8%
Cc1cccc(-c2nn(-c3ccccc3)cc2C(=O)N2CCN(C3CCS(=O)(=O)C3)CC2)c1 (stereo unspecified),?,3%,-2,34%,0,-3.7,-19,-8%,1%
COC(=O)c1ccc(-c2csc(NC(=O)c3c(C)noc3C)n2)cc1,-2%,-5%,3,7%,39,0.0,11,5%,49%[activator]
Cc1cccc(-n2ncc3c(N(CCO)CCO)ncnc32)c1,5%,-22%,0,13%,29,-0.6,16,2%,20%
CCc1ccc(OCc2nnc(-c3ccccc3Br)o2)cc1,-9%,-8%,0,-9%,-6,-0.1,-2,30µM*,?

# (cont.)
SMILES,WRN inhibitor,GLP1R cytotox,PI5P4Ka inh,GLP-1R agonist,D3 antag,IL-2 act,D3 ag,PLK1 PBD block,GLP1R inv ag
Cc1cccc(NS(=O)(=O)c2ccc3c(c2)oc(=O)n3C)c1C,-2%,0%,-8,13%,-4,-3.7,-9,-8%,-2%
COc1ccc2c(c1)CCc1c(C(=O)Nc3cc(C)n(Cc4ccc(Cl)cc4)n3)noc1-2,7%,0%,1,9%,21,-0.7,3,-10%,8%
O=C(NCCS(=O)(=O)NCc1ccccc1)c1ccc2c(c1)OCO2,7%,-7%,-10,4%,3,-1.2,1,-1%,-6%
Nc1ccc(S(=O)(=O)NC2(C(F)(F)F)NC(=O)N(c3ccc(F)cc3)C2=O)cc1 (stereo unspecified),3%,-1%,-1,-2%,7,-0.2,6,-7%,4%
CCOC(=O)N1CCC(NC(=O)c2cc(S(=O)(=O)N3CCCCC3)ccc2F)CC1,-6%,0%,0,4%,17,-1.0,4,6%,-21%
CCCc1cc(=O)n2[nH]c(NCc3ccc(OC)cc3)nc2n1,-1%,0%[7.66 µM],10,0%,15,0.0,1,-9%,-6%[7.66 µM]
Cc1ccc(-n2c(=O)c3sccc3n(CC(=O)NC3CCCC3)c2=O)cc1,9%,0%,2,1%,-15,0.8,-16,-5%,3%
C/C(=N\NC(=O)c1cccc(O)c1)c1cccc(NC(=O)c2ccc(F)cc2)c1,-14%,-12%,-1,2%,15,0.6,0,-4%,?
O=C(NCCCNC(=O)c1ccccc1Cl)c1cnccn1,-24%,-4%,-3,8%,-18,-0.1,1,-8%,12%
COc1ccc(C(=O)CC(=O)C(=O)NCCc2cccc(C)c2)cc1,0%,14%,-5,7%,-23,-0.2,-11,-22%,?
Cc1ccc(Oc2ccc3c(c2)C(=O)N(c2cccc4cccnc24)C3=O)cc1,2%,0%,1,-1%,-8,-2.8,1,-2%,9%
O=C(N[C@@H]1C/C=C\C[C@H](CC(=O)N(CCO)Cc2ccccc2)C(=O)N[C@@H](Cc2ccccc2)COC1=O)OCC1c2ccccc2-c2ccccc21,9%,-23%,-5,-4%,-6,-0.9,-14,2%,-16%
CCOC(=O)CCCc1c[nH]c2ccccc12,-12%,10%,/,10%,23,-3.2,8,0%,-15%
O=[S@]1Oc2ccccc2-c2ccccc21,-30%,-9%,2,-7%,-4,0.2,-21,2.1µM*,16%
CCCN(C(=O)C(C)Oc1cccc(Cl)c1)c1c(N)n(Cc2ccccc2)c(=O)[nH]c1=O (stereo unspecified),0%,14%,7,-2%,-2,-1.1,6,7%,5%
CC(=O)N1CCN(S(=O)(=O)c2cccc(C(=O)Nc3cc(C(F)(F)F)ccc3N3CCOCC3)c2)CC1,6%,-7%,-2,13%,18,-1.1,2,8%,33%[activator]
COc1ccc(C(=O)Nc2ccccc2)cc1S(=O)(=O)NCc1ccco1,0%,3%,-1,11%,0,0.2,2,-19%,6%
Cc1ccccc1OCCn1c(S(=O)(=O)O)nc2c(N)ncnc21,-6%,11%,-22,0%,3,-1.5,6,1%,15%
CC[C@]12c3[nH]c4cc(CCC(=O)N(C)C)ccc4c3CCN1C(=O)[C@@H](CC(=O)NCCCN(C)C)C[C@@H]2C(=O)N1CCN(C(=O)C2CC2)CC1,1%,-3%,3,4%,26,0.0,5,-9%,22%
Cc1ccc(-c2cc(C(=O)N/N=C/c3c(C)nn(C)c3C)c3ccccc3n2)cc1C,-24%[57.1 µM],-14%,11,0%,2,-1.7,1,3%,21%

# More compounds:
SMILES,WRN inhibitor,GLP1R cytotox,PI5P4Ka inh,GLP-1R agonist,D3 antag,IL-2 act,D3 ag,PLK1 PBD block,GLP1R inv ag
CSc1nc(N)nc2c1ncn2CC(=O)NCC(c1ccccc1)c1ccccc1,-3%,-9%,0,1%,0,-0.7,-39,-17%,-22%
COc1ccc(OC)c(C2c3c(-c4ccc(Br)cc4)n[nH]c3C(=O)N2c2ccc(Cl)cc2)c1 (stereo unspecified),/,2%,/,-5%,/,/,5,/,3%
COc1ccc(N(C(=O)c2ccco2)C(C(=O)NC2CCCC2)c2cc(OC)c(OC)c(OC)c2)cc1 (stereo unspecified),4%,1%,0,2%,-7,-1.9,-16,6%,4%
c1ccc(Cn2nnnc2C(c2ccccn2)N2CCN(c3ccccc3)CC2)cc1 (stereo unspecified),2%,-2%,3,-6%,5,-0.6,7,-6%,?
CCc1ccc(N(C(=O)c2csnn2)C(C(=O)NC2CCCCC2)c2cccnc2)cc1 (stereo unspecified),-6%,1%,10,5%,5,-0.5,2,3%,-9%
COc1cc2cc(C(=O)N3CCN(Cc4ccc5c(c4)OCO5)CC3)c(=O)oc2cc1OC,-25%,34%[activator],5,0%,-15,0.0,-15,-1%,-15%
CCN(C(=O)CSc1nnc(C)c(=O)[nH]1)c1cccc2ccccc12,0%,4%,1,-1%,12,0.3,-1,0%,8%
Cc1ccc2[nH]c3c(=O)n(CC(=O)Nc4ccccc4N4CCN(C)CC4)ncc3c2c1,-2%,?,-2,1%,-55*,-2.9,-18,-22%,?
CCOC(=O)CSc1nc2c(sc3ccccc32)c(=O)n1Cc1ccc(C)cc1,/,5%,/,0%,/,/,-25,/,22%

# 9 entries out of the list, arranged by molecular weight, largest number first:
SMILES,WRN inhibitor,GLP1R cytotox,PI5P4Ka inh,GLP-1R agonist,D3 antag,IL-2 act,D3 ag,PLK1 PBD block,GLP1R inv ag
CC[C@]12c3[nH]c4cc(CCC(=O)N(C)C)ccc4c3CCN1C(=O)[C@@H](CC(=O)NCCCN(C)C)C[C@@H]2C(=O)N1CCN(C(=O)C2CC2)CC1,1%,-3%,3,4%,26,0.0,5,-9%,22%
COc1ccc(N(C(=O)c2ccco2)C(C(=O)NC2CCCC2)c2cc(OC)c(OC)c(OC)c2)cc1 (stereo unspecified),4%,1%,0,2%,-7,-1.9,-16,6%,4%
c1ccc(Cn2nnnc2C(c2ccccn2)N2CCN(c3ccccc3)CC2)cc1 (stereo unspecified),2%,-2%,3,-6%,5,-0.6,7,-6%,?
Cc1cccc(NS(=O)(=O)c2ccc3c(c2)oc(=O)n3C)c1C,-2%,0%,-8,13%,-4,-3.7,-9,-8%,-2%
Cc1cccc(-n2ncc3c(N(CCO)CCO)ncnc32)c1,5%,-22%,0,13%,29,-0.6,16,2%,20%
O=C(COC(=O)c1cnccn1)c1ccc(Cl)cc1,-24%,1%,3,6%,2,-1.7,-3,0%,11%
CC(C)NC(=O)Cn1nc(C(F)(F)F)c2c1CCC2,-10%,-1%,2,-1%,15,0.2,7,-5%,5%
CCOC(=O)CN/C=C(\C#N)c1ccc(F)cc1,-5%,4%,2,2%,3,0.3,-3,1%,7%
O=C(Cc1ccccn1)c1ccccc1,11%,-17%,1,-4%,-7,0.9,-11,-1%,-4%
